Source: PubChem BioAssay (several laboratories)
FID counter: fluorescent intercalator displacement, NS3 helicase counter-screen. inhibition, % at 7.9 µM. AID 1845. DNA fluorescent intercalator displacement, fluorescence. actives 0.17% (n = 290,000); in the data active = inhibition above about 37%;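 also: 0% = vehicle and 100% = reference compound; higher means more ethidium bromide displaced from hairpin DNA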
NS3 helicase inh: HCV NS3 helicase inhibition; NS3 helicase DNA unwinding, Cy5 molecular beacon fluorescence; actives 0.56% (n = 290,000); inhibition, % at 10.9 µM;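 active = inhibition above the mean of all tested compounds plus 3 SD, set per campaign, cut at about 35% in these data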;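 also: 0% = DMSO wells and 100% = thioflavine S control wells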
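System: NS3 helicase fragment of HCV / Schedule: 1 h at 25 °C / Control set: DMSO alone as 0% and 110 µM thioflavine S as 100% / Reagent: Cy5/quencher beacon DNA duplex and ATP to start / Technique: Cy5 fluorescence / Replication: singlicate / Evaluation: % inhibition of end-to-start signal ratio versus controls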
MEKK2mut PB1 HTS: signal of MEK5 binding to mutant human MEKK2 PB1 domain. bead flow cytometry, Alexa488-MEK5 binding to MEKK2 mutant. percent response, % at 10 µM. actives 0.35% (n = 290,000). AID 1530; in the data active = percent response above about 24%, passing the limit was not always enough; also: inactives centre near 1; some results filed as inactive read as strong as hits
CRFBP-R2 block: CRF-BP/CRF-R2 complex antagonism | HEK293 CRF-R2/CRF-BP, CRF-induced calcium fluorescence | inhibition, % at 11.8 µM | actives 0.59% (n = 350,000) | AID 588475;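 active = inhibition of the ligand-induced calcium signal above about 50% at the single tested concentration, limit read from the data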
SUMO HTRF inh: SUMOylation inhibition; P63279; HTRF SUMOylation assay, SAE1/SAE2 + UBC9, in vitro; inhibition, % at 35 µM; actives 0.36% (n = 290,000); AID 2006; in the data active = inhibition above about 50%, passing the limit was not always enough; also: strong numbers were not always called active
Target sequence (P63279 whole entry, looked up): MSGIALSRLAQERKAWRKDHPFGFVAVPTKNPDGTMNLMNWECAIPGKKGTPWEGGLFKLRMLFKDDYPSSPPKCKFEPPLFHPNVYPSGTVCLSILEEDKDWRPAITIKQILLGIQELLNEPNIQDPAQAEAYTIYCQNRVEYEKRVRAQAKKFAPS
GalR3 antag: antagonists of human GalR3; O60755; HEK293 GalR3-CNG cAMP membrane potential fluorescence; galR3 body fused to GalR1 C-terminus; inhibition, % at 3 µM; actives 0.44% (n = 360,000);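 active = inhibition above the screen-wide average plus 3 SD, cut at about 13% in these data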;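 also: forskolin and galanin both at EC90 stimulate the cells; cAMP rise reported by CNG channel membrane potential dye signal; 0% = forskolin plus galanin with DMSO and 100% = forskolin alone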
Target sequence (O60755 1-299 limits assumed): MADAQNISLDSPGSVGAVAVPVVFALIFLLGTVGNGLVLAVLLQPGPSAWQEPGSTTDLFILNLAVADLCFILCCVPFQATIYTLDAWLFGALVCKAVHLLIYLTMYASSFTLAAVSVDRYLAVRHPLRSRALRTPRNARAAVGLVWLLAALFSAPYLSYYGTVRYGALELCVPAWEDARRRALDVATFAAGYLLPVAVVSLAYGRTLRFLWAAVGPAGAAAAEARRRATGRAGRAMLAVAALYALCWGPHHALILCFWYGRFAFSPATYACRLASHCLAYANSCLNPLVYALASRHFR
CRFBP-R2 agonist: CRF-BP/CRF-R2 complex agonism; HEK293 CRF-R2/CRF-BP, calcium dye fluorescence (FLIPR); percent of saturating CRF peptide response; activation, % at 13.2 µM; actives 0.46% (n = 350,000); AID 588473;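 active = activation of at least 50%, plus an integration ratio under a set limit after plate pattern correction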;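 also: plate controls were neutral control wells without compound for no effect and CRF at EC100 for full effect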
MEKK3 PB1 HTS: modulators (inhibitors or enhancers) of MEK5 binding to human MEKK3 PB1 domain. binding response (% of control), % at 10 µM. actives 1.4% (n = 290,000). bead-based flow cytometry, Alexa488-MEK5 binding to MEKK3; actives lie on both sides; 0 = blocked by unlabeled MEK5, 100 = vehicle. Q99759;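 active = binding response more than 3 SD above or below the average of its plate-row segment, actives on both sides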;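 also: Alexa488 bead fluorescence after subtracting the streptavidin-only scavenger bead signal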
Target sequence (Q99759 whole entry, looked up, the tested form may be a part): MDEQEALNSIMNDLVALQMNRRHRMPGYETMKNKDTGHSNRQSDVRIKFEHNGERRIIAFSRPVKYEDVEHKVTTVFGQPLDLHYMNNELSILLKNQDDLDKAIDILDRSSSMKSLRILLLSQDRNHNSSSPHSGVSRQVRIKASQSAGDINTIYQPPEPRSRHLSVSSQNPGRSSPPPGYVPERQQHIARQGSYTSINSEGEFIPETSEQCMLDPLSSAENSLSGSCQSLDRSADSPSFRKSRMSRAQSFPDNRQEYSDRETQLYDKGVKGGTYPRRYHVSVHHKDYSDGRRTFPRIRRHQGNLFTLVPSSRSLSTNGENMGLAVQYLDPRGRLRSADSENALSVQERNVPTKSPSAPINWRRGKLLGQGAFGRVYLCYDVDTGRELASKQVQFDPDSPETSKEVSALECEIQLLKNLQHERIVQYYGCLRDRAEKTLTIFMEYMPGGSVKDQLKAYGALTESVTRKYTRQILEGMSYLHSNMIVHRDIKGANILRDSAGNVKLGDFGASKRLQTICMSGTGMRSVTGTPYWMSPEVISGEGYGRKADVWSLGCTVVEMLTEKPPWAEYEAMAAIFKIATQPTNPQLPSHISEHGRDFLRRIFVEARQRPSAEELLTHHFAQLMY
MEKK2 WT-MEK5: raises or lowers MEK5 binding to wildtype human MEKK2 PB1 domain; Q9Y2U5; bead flow cytometry, Alexa488-MEK5 binding to MEKK2 WT; actives lie on both sides; binding response (% of control), % at 10 µM; actives 1.1% (n = 290,000); in the data active = binding response below about 67% or above about 130%
Active calls of the source: *; . = no result given. The list is partial; count on the stated rates, not on these rows.

SMILES	FID counter	NS3 helicase inh	MEKK2mut PB1 HTS	CRFBP-R2 block	SUMO HTRF inh	GalR3 antag	CRFBP-R2 agonist	MEKK3 PB1 HTS	MEKK2 WT-MEK5
CCOc1cccc2cc(-c3csc(NC(=O)CCC(=O)N4CCC(C)CC4)n3)c(=O)oc12	-4	8	2	-1	19	-1	3.2	99	96
CC(=O)Nc1ccc(S(=O)(=O)NCCCN2CCOCC2)cc1	-5	2	0	-9	9	-5	5.7	99	99
C/C(=N\O)C(C)(C)Nc1ccc(F)cc1	2	0	-5	5	23	1	-1.4	102	102
Cc1ccccc1Nc1ncccc1C(=O)N1CCOCC1	2	-1	1	11	-1	-2	-0.7	98	97
O=C(N/N=C/c1c[nH]c2ccccc12)c1cc(-c2cccc3ccccc23)n[nH]1	1	30	14	-12	-21	-2	0.4	98	136
Cc1ccc(OCCn2cccn2)c(C)c1	0	-15	-2	-16	4	-6	0.5	104	98
COc1ccc(S(=O)(=O)N2CCN(CC(=O)Nc3ccccc3Cl)CC2)cc1	-44	-6	-1	4	-1	1	0.4	99	94
CN1CCc2c1nc1ccccc1c2N (tested in a mixture with another compound)	-3	4	6	8	-2	-8	-0.4	107	107
CCOC(=O)c1c(C)nc2c(c1C)c(=O)oc1ccccc12	-1	4	2	-28	7	-2	-0.6	95	102
Cc1ccc(C)c(NC(=O)c2cc(=O)c3ccccc3o2)c1	-10	3	1	-9	12	4	0.5	97	99

Reprinted from the part before: two compounds, then new ones.
SMILES	FID counter	NS3 helicase inh	MEKK2mut PB1 HTS	CRFBP-R2 block	SUMO HTRF inh	GalR3 antag	CRFBP-R2 agonist	MEKK3 PB1 HTS	MEKK2 WT-MEK5
CCOC(=O)c1c(C)nc2c(c1C)c(=O)oc1ccccc12	-1	4	2	-28	7	-2	-0.6	95	102
Cc1ccc(C)c(NC(=O)c2cc(=O)c3ccccc3o2)c1	-10	3	1	-9	12	4	0.5	97	99
CCNC(=O)NC(=O)COC(=O)CCc1nc(=O)c2ccccc2n1C	-12	-21	-2	-7	-7	-2	0.7	101	99
CN(CCO)CC(O)Cn1cnc2c1c(=O)n(C)c(=O)n2C (centres undefined) (tested in a mixture with another compound)	2	-2	6	-12	10	.	-0.5	81	100
COc1ccc(OC)c(-n2nnnc2SCC(=O)Nc2ccccc2OC)c1	-23	-8	4	20	4	-7	-5.3	100	102
COc1ccc(NC(=O)C2CCC(N3C(=O)C4CCCCC4C3=O)CC2)cc1 (centres undefined)	-30	4	-3	-27	-16	-8	-1.3	101	99
C[n+]1ccc(C(=O)NCCC[N+](C)(C)C)cc1/C=N/O	14	-1	-21	8	2	-6	-0.4	91	89
CCn1c(SCCC(=O)Nc2ccccc2)nnc1-c1ccc(OC)cc1	-9	3	10	-6	0	3	0.2	109	109
COc1ccc(Cl)cc1C(=O)NNC(=O)CSc1nnc2ccccn12	-8	7	-13	7	13	-1	0.9	99	90
Cc1ccc(-c2csc(Nc3ccccc3)[n+]2CCc2ccccc2)cc1	3	-4	-3	4	2	-6	4.7	105	102
Cc1cc(C(=O)Nc2cccnc2)cs1	-6	-2	4	18	10	-6	0.6	102	98
CC(C)[C@H](NC(=O)c1cccc(S(=O)(=O)N2CCOCC2)c1)C(=O)Nc1nccs1	-12	-7	-4	-3	17	5	-0.3	103	93
COc1cc(C(=O)N2CCN(C(=O)c3cc(-c4ccccc4)n[nH]3)CC2)cc(OC)c1OC	-56	6	3	2	25	0	-1.2	99	102
O=C(CNC(=O)c1ccccc1F)NC1CC1	-4	-6	4	-1	-5	-4	-0.9	91	94
Cc1ccc(S(=O)(=O)N2CCC(C(=O)N3CCC(C(=O)NCc4cccnc4)CC3)CC2)cc1	-24	4	-1	1	1	-3	-1.0	101	99
Cc1ccc(NC(=O)CC2SC(=O)N(c3ccccc3)C2=O)cc1 (centres undefined)	-13	33	-3	89*	12	1	1.7	97	105
CCOc1ccc(OCC)c(NC(=O)C2C3C=CC(O3)C2C(=O)NCc2ccco2)c1 (centres undefined)	-4	8	-5	18	21	1	-1.7	98	91
O=C(Cc1ccc(F)cc1)N1CCOCC1	3	3	15	-8	5	-5	3.6	110	110
CCC(c1c(C)n(C)n(-c2ccccc2)c1=O)c1c(C)n(C)n(-c2ccccc2)c1=O	0	39*	-2	-7	-2	-4	2.0	100	99
COc1ccc(S(=O)(=O)N2CCC(C(=O)N3CCOCC3)CC2)cc1OC	-5	-2	5	-5	4	-5	1.2	106	106
CON/C=C(\C=Nc1ccc(F)cc1)c1ncc(C(F)(F)F)cc1Cl	0	-3	2	-17	4	-1	-0.4	96	97
Cc1ccc(NC(=O)CSc2nncc3ccccc23)cc1	-19	2	1	-3	9	-9	-0.1	100	100
O=S(=O)(N1CCOCC1)n1nnc2ccccc21	1	6	-4	36	-7	-11	0.8	88	88
COc1ccc(Cl)cc1-n1c(C)cc(C=O)c1C	-6	-1	17	12	8	0	-2.4	108	111
CN(C)S(=O)(=O)N1CCN(C(=O)c2ccccc2Cl)CC1	1	-2	-3	4	7	-7	-1.2	100	99
Cc1ccc(C(=O)OC2CCCN(C)C2)cc1 (centres undefined)	3	-21	-3	-6	5	-3	-1.8	107	101
O=C(NC1CC1)C1CCN(S(=O)(=O)c2ccc(Cl)cc2)CC1	-4	6	-5	-5	1	-9	0.1	96	97
COc1cc2c(cc1NC(=O)c1ccc(C)c([N+](=O)[O-])c1)oc1ccccc12	0	-2	13	-1	1	2	7.6	103	105
COc1ccc(C(CNC(=O)c2cc(SC)ccc2Cl)N(C)C)cc1 (centres undefined)	8	0	3	-4	-8	-6	1.3	105	111
Cc1ccc(CN2CCC(CO)(CC3CCCCO3)CC2)o1 (centres undefined)	6	3	-12	3	6	-2	-0.4	94	90
COC(=O)c1c(C)oc(C)c1S(=O)(=O)NCc1ccc(OC)cc1	-11	-2	-19	-10	6	-5	0.7	83	88
CC(NC(=O)C1CCC1)c1ccc(Br)cc1 (centres undefined)	-7	-1	4	28	-11	-5	0.0	106	100

Entries listed above shown as hits in NS3 helicase inh:
SMILES	NS3 helicase inh	MEKK2mut PB1 HTS	CRFBP-R2 block	SUMO HTRF inh	GalR3 antag	CRFBP-R2 agonist	MEKK3 PB1 HTS	MEKK2 WT-MEK5
CCC(c1c(C)n(C)n(-c2ccccc2)c1=O)c1c(C)n(C)n(-c2ccccc2)c1=O	39*	-2	-7	-2	-4	2.0	100	99

New compounds follow
SMILES	FID counter	NS3 helicase inh	MEKK2mut PB1 HTS	CRFBP-R2 block	SUMO HTRF inh	GalR3 antag	CRFBP-R2 agonist	MEKK3 PB1 HTS	MEKK2 WT-MEK5
COc1ccc(CCNC(=O)CCS(=O)(=O)c2ccc3c(c2)oc(=O)n3C)cc1OC	-8	-1	2	-4	4	-1	-0.9	99	101
CC(C)OCCCNC(=O)Cn1ccc2cc(S(=O)(=O)N3CCCCCC3)ccc21	-56	-4	-4	-17	-1	-7	5.0	99	100
COC(=O)c1ccc(Oc2c(C(F)(F)F)oc3c(CN4CCN(C)CC4)c(O)ccc3c2=O)cc1	19	19	7	-16	11	-2	2.0	101	105
Cc1ccc2[nH]c3c(c2c1)CN(C(=O)CN1CCN(c2cccc(C)c2C)CC1)CC3	-4	-29	9	-20	60	-1	11	104	122
COc1ccc2nc(NC(=O)c3ccccc3F)sc2c1	-8	-2	9	-6	18	-11	0.4	99	96
Cc1ccc(-n2c(SCC(N)=O)nc3c([nH]c4ccccc43)c2=O)cc1	-13	3	1	-5	-7	5	-0.5	106	106
CN(CC(=O)N1CCN(c2ccc(F)cc2)CC1)S(=O)(=O)c1ccc(F)cc1	-19	-4	1	-28	12	0	2.5	104	102
Cc1ccc(Oc2ccc(Cl)cc2NC(=O)c2ccc(F)cc2F)cc1	-2	0	-1	-15	-7	-6	5.7	94	101
Cn1c(O)c(N=NC(=O)CNC(=O)c2ccccc2)c2ccccc21	-9	-2	2	-3	2	-8	0.2	100	98
COc1ccc2oc(=O)c(C(=O)Nc3cccc(C(C)=O)c3)cc2c1	-11	-6	5	5	2	-10	-1.8	105	106

An excerpt of these results, with two lines to a compound.
Every second line gives: FID counter	NS3 helicase inh	MEKK2mut PB1 HTS	CRFBP-R2 block	SUMO HTRF inh	GalR3 antag	CRFBP-R2 agonist	MEKK3 PB1 HTS	MEKK2 WT-MEK5
> COC(=O)c1ccc(Oc2c(C(F)(F)F)oc3c(CN4CCN(C)CC4)c(O)ccc3c2=O)cc1
  19	19	7	-16	11	-2	2.0	101	105
> Cc1ccc2[nH]c3c(c2c1)CN(C(=O)CN1CCN(c2cccc(C)c2C)CC1)CC3
  -4	-29	9	-20	60	-1	11	104	122

Next compounds follow.
SMILES	FID counter	NS3 helicase inh	MEKK2mut PB1 HTS	CRFBP-R2 block	SUMO HTRF inh	GalR3 antag	CRFBP-R2 agonist	MEKK3 PB1 HTS	MEKK2 WT-MEK5
C=CCC(=O)NC(C)c1cnn(-c2ccccc2C)c1C (centres undefined)	4	2	-7	7	-1	-2	0.5	97	96
N#CCCN(CCC#N)C(=O)COc1ccc(Cl)cc1Cl	1	1	0	2	6	-1	-0.3	105	104
NNC(=S)NC1CCCCC1	-4	-1	-3	7	12	-8	-0.5	101	101
N#CCSc1nc(Nc2ccc3c(c2)OCO3)c2ccccc2n1	2	-2	3	14	8	.	-2.6	97	106
CC(C)(C)c1ccc(-c2noc(CCC(=O)N3CCOCC3)n2)cc1	-35	6	-2	-9	-3	0	2.3	97	97
OC(COc1cccc2ccccc12)CN1CCCC1 (centres undefined)	5	-37	10	9	-23	-9	-1.1	103	139*
O=C(CCOc1ccccc1)Nc1ccnn1C1CCN(Cc2ccc(F)cc2)CC1	9	-17	14	3	3	-3	1.3	105	109
Cn1c(C(=O)NCCCN2CCCCCC2)cc2c(=O)n(C)c3ccccc3c21	24	-29	6	-3	-2	-3	6.3	95	107
COC(=O)CC1COc2ccccc2N1S(=O)(=O)c1ccc(Br)cc1 (centres undefined)	-29	-23	2	4	6	-11	0.1	101	103
Cc1ccc(S(=O)(=O)Nc2ccc3[nH]c(=O)[nH]c3c2)c(C)c1	-1	-4	-5	-8	5	-4	1.1	88	95
COc1cc(/C=N/NC(=O)COc2c(C)cc([N+](=O)[O-])cc2C)ccc1OC(=O)c1ccccc1Br	-24	-10	-1	15	-9	-9	0.6	102	96
O=C(Nc1ccccc1)NC1CS(=O)(=O)CC1O (centres undefined)	-7	5	1	18	-17	-5	2.7	101	99
O=C(CSc1nnc(COc2ccccc2)o1)N1CCCC1	-8	4	11	-1	14	-9	-0.5	109	119
CCOc1ccc(-c2nnc(N)s2)cc1	0	-7	-2	-4	0	-2	-0.2	101	99
Cc1oc(C(C)(C)C)cc1C(=O)NC(Cc1ccccc1)C(=O)O (centres undefined)	-39	12	-9	-11	14	-5	4.5	93	85
COCCCNC(=O)c1ccccc1Oc1ccccc1	-6	-1	2	-9	-13	-1	0.2	100	101
CN(c1ccccc1)c1ccc(/C=C/[N+](=O)[O-])cc1	-11	5	-2	-162	-4	-5	75*	104	89
Nc1cccc(S(=O)(=O)c2cccc(N)c2)c1	1	5	.	10	11	-8	0.0	.	.
CCN(CC)CCN1C(=O)C(=O)/C(=C(/O)c2ccc(S(=O)(=O)N3CCOCC3)cc2)C1c1ccc(C)cc1 (centres undefined)	-18	4	1	1	2	-4	0.3	103	99
Cc1ccc(S(=O)(=O)N2CCC(C(=O)NC3CC(C)(C)NC(C)(C)C3)CC2)cc1C	17	-11	8	9	21	-3	0.4	99	105
O=C(COc1ccccc1)N1CCN=C1SCc1ccccc1	-5	0	-2	3	10	3	0.6	105	105
COCOc1cc(O)c(C(=O)/C=C/c2ccc(OCOC)c(OCOC)c2)c(OCOC)c1	.	.	3	-4	.	.	0.3	104	111
